Screens deposited in PubChem by Dana-Farber Cancer Institute and Novartis Institutes for BioMedical Research (Cambridge, Mass).
USP10 block: inhibitors of human USP10 deubiquitinase. 47,000 tested, 1.1% active. purified USP10, Ub-rhodamine fluorescence, 60 min. inhibition, % at 20 µM. Ubiquitin carboxyl-terminal hydrolase 10 (Homo sapiens), Q14694
OTUD3 inh: inhibitors of human OTUD3 deubiquitinase. inhibition, % at 25 µM. purified OTUD3, Ub-rhodamine fluorescence, 2 h. OTU domain-containing protein 3 (Homo sapiens), Q5T2D3. 47,000 tested, 0.7% active
Target sequence (Q5T2D3 whole entry, looked up, the tested form may be a part): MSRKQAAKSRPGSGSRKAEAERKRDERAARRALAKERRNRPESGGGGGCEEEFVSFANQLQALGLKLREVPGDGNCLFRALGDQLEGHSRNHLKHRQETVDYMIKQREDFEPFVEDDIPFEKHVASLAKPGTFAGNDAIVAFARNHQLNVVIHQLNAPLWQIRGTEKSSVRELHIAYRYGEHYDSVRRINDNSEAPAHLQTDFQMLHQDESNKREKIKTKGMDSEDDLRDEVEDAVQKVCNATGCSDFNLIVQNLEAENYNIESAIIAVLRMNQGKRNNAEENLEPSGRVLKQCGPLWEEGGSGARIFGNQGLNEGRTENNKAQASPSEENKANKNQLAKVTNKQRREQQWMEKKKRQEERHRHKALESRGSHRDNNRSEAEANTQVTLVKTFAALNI
USP30 block: inhibitors of human USP30 deubiquitinase; purified USP30, Ub-rhodamine cleavage fluorescence; inhibition, % at 25 µM; 47,000 tested, 5.3% active; Ubiquitin carboxyl-terminal hydrolase 30 (Homo sapiens), Q70CQ3
USP28 block: inhibitors of human USP28 deubiquitinase; Ubiquitin carboxyl-terminal hydrolase 28 (Homo sapiens), Q96RU2; purified USP28, Ub-rhodamine cleavage fluorescence, 30 min; inhibition, % at 25 µM; 47,000 tested, 3% active
USP7 inh: inhibitors of human USP7 deubiquitinase | purified USP7, Ub-rhodamine cleavage fluorescence | inhibition, % at 20 µM | 47,000 tested, 0.3% active
USP17 inh: inhibitors of human USP17 deubiquitinase. Ubiquitin carboxyl-terminal hydrolase 17-like protein 5 (Homo sapiens), A8MUK1. purified USP17, Ub-rhodamine cleavage fluorescence, 3 h. inhibition, % at 50 µM. 47,000 tested, 6.5% active. AID 1645855, 2021
Target sequence (A8MUK1 whole entry, looked up): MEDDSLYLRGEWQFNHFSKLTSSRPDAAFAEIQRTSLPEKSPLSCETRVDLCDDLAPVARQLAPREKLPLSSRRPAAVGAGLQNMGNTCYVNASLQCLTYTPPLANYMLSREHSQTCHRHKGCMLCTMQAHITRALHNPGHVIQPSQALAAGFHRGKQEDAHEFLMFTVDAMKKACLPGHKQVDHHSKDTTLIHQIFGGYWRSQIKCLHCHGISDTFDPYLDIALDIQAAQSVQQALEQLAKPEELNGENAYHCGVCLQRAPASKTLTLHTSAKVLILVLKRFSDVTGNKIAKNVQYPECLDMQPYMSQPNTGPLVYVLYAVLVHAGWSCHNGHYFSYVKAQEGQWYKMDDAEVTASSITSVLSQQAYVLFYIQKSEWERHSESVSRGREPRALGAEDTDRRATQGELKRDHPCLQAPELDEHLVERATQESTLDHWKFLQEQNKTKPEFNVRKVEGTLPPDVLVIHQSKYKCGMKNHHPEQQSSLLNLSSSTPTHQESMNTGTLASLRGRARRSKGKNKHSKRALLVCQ
UCHL1 inh: inhibitors of human UCHL1 deubiquitinase; Ubiquitin carboxyl-terminal hydrolase isozyme L1 (Homo sapiens), P09936; purified UCHL1, Ub-rhodamine cleavage fluorescence; inhibition, % at 20 µM; 47,000 tested, 0.2% active
USP8 inh: inhibitors of human USP8 deubiquitinase | inhibition, % at 20 µM | 47,000 tested, 4.2% active | purified USP8, Ub-rhodamine cleavage fluorescence, 30 min | Ubiquitin carboxyl-terminal hydrolase 8 (Homo sapiens), P40818 | AID 1645853, 2021
Starred values were filed as active, the others as inactive; i = inactive. No stated cut-off is given here; in the data, active means inhibition above about 30%; inactive means the rest.

SMILES	USP10 block	OTUD3 inh	USP30 block	USP28 block	USP7 inh	USP17 inh	UCHL1 inh	USP8 inh
CN1c2ccccc2C(=O)NC12CCN(C(=O)Nc1ccccc1F)CC2	2	10	25	11	2	3	1	15
Clc1ccc(-c2cc(C3CCNCC3)[nH]n2)c(Cl)c1	2	1	14	1	-15	-3	1	-4
CN(c1ccncn1)C1CC2(CCN(C(=O)C3(N)CCCC3)C2)C1 (stereo not drawn)	-2	-8	-7	-4	-4	-8	-7	-11
Cc1cccc2cc(CN(CC3CCCO3)S(=O)(=O)c3ccccc3)c(=O)[nH]c12 (stereo not drawn)	4	-10	3	-10	0	-10	0	-10
Cc1ccc(-c2nc3nc(C)cc(N4CCCCC4C)n3n2)cc1 (stereo not drawn)	-1	-28	-129	-22	-2	-14	-6	1
CCN1CCN(c2ncc3c(=O)n(CCc4ccc(OC)c(OC)c4)ccc3n2)CC1	2	3	14	0	1	4	1	-24
COc1ccc(-c2c(-c3ccccc3)c(C(=O)C(=O)NCC(C)O)n3ccc4cc(OC)c(OC)cc4c23)cc1OC (stereo not drawn)	-6	2	-18	-11	10	-4	10	0
Cc1ccc(-c2cc(C(F)F)n3ncc(C(=O)NCC(C)C)c3n2)cc1	2	3	39*	7	6	37*	2	26
Cc1ccccc1CNC(=O)N1CCC2(CC1)NC(=O)[C@H]1CN(c3ncccn3)C[C@H]12	0	11	26	19	3	5	1	-26
Cc1ncoc1C(=O)N1CCCCC1c1ncc(Cc2ccccc2)o1 (stereo not drawn)	-1	-2	5	-11	-12	-8	-1	0
Cc1cccc(NC(=O)Cn2c(-c3cnccn3)nc(C)c(C)c2=O)c1	0	1	16	6	3	0	3	9
O=C(NCc1ccccc1F)c1nnn(-c2ccccc2Cl)c1-c1cccnc1	1	0	9	6	1	-1	1	4
COc1ccc(S(=O)(=O)N(C)C)cc1NC(=O)COC(=O)c1ccccc1	4	-4	14	15	4	43*	3	-4
O=C(Cn1cc(-c2ccccc2)oc1=O)NCc1ccccc1Cl	2	12	2	26	11	10	3	24
CNC(=O)c1cnc2n1CCN(C(=O)Cc1ccc(C)cc1)C2	0	7	-1	0	4	-8	2	-86
COc1ccc(CN2CCC3(CC2)Nc2ccccc2C2=NCCN23)cc1OC	2	10	0	5	11	8	4	-27
Cc1ccc2[nH]c(C3CCCN(C(=O)C4CCOCC4)C3)c(-c3ccncc3)c2c1 (stereo not drawn)	-8	-24	-8	-36	-8	-37	-3	-12
O=C(O)c1cn(Cc2ccc(F)cc2)c(=O)c2ccccc12	0	1	3	1	-7	8	-5	14
O=C(c1nc(-c2cnccn2)no1)N1CCN(c2ccccc2F)CC1	0	-7	-11	-10	-5	-24	0	-42
Cc1ccc(NC(=O)CCc2nnc(C(=O)Nc3ccccc3)s2)cc1C	-9	-15	-66	0	-82	39*	-134	-14

Next part, starting with the last two of the part before.
SMILES	USP10 block	OTUD3 inh	USP30 block	USP28 block	USP7 inh	USP17 inh	UCHL1 inh	USP8 inh
O=C(c1nc(-c2cnccn2)no1)N1CCN(c2ccccc2F)CC1	0	-7	-11	-10	-5	-24	0	-42
Cc1ccc(NC(=O)CCc2nnc(C(=O)Nc3ccccc3)s2)cc1C	-9	-15	-66	0	-82	39*	-134	-14
Cc1cc(-c2ccc(S(=O)(=O)NC3CCN(Cc4ccccc4)CC3)s2)on1	-2	-19	-53	-22	-5	-16	-5	-6
CCc1cc(C(=O)NCc2ccccc2OC)nc2ccnn12	-1	10	23	12	4	16	3	9
O=C(O)c1ccc(C2Cc3c([nH]c(=O)[nH]c3=O)O2)cc1 (stereo not drawn)	2	9	75*	78*	-5	24	-2	-53
Cc1sc(NC(=O)CN2CCCCC2)nc1-c1ccc2c(c1)CCN2C(=O)c1cccc(F)c1	-1	0	0	0	-36	36*	3	-17
c1cn(Cc2noc(-c3ccc4c(c3)OCO4)n2)cn1	-1	0	-1	6	0	-10	-1	6
O=S(=O)(/C=C/c1ccccc1)N1CCN(Cc2nnc(-c3ccccc3)o2)CC1	-3	0	10	10	0	7	-1	-113
COCCN1C(=O)c2[nH]nc(-c3ccccc3O)c2C1c1cccc(OCc2ccccc2)c1 (stereo not drawn)	22	-5	27	12	-2	25	12	65*
COc1ccc(NS(=O)(=O)c2cc(-c3cnc(C4CC4)o3)ccc2C)cc1OC	1	0	-23	-7	-2	-6	-1	-5
Cc1[nH]c2ccc(C(=O)N3CCN(c4ccccn4)CC3)cc2c1C	-4	-41	-164	-27	-2	-69	-3	-28
COc1ccc(OCC(=O)N(Cc2cccc3ccccc23)c2ccccn2)cc1	6	1	4	-4	-153	-4	2	-8
O=C(Cc1c[nH]c2ccccc12)N1CCc2cc(-c3ccno3)ccc21	-1	-21	-68	28	-111	-27	-6	9
COc1ccc(NC(=O)NC2(c3nc(C)no3)CCCCC2)c(C)c1	5	-1	1	-4	-1	4	1	3
CCOC(=O)CSc1nc2nccnc2c(=O)n1Cc1ccccc1Cl	-2	16	11	13	1	9	2	-41
CC1[C@@H]2[C@@H](COc3cccnc3)C[C@H](CN1C(=O)c1cccc(C#N)c1)N2C (stereo partly drawn)	1	8	2	3	3	6	1	7
Cc1nc(NCc2ccc3c(c2)OCO3)ncc1C(=O)N1CCOCC1	-11	-18	-53	-14	-4	-12	-8	-9
COc1ccccc1-c1nc(-c2cn(-c3ccc(C)cc3)nn2)no1	2	11	11	1	5	62*	2	4
CC(=O)Nc1onc(C)c1-c1ccc(C)c(S(=O)(=O)Nc2ccccc2)c1	-2	-6	-18	-10	-2	-12	-3	-152
NS(=O)(=O)c1ccc(CCNC(=O)C2CCCN(S(=O)(=O)c3cccc4nsnc34)C2)cc1 (stereo not drawn)	-1	-1	-11	-9	1	-32	-1	-89
COc1ccc(-c2nnnn2-c2ccc(F)cc2F)cc1	-1	12	17	2	1	2	-2	18
COc1cccc(CCNC(=O)CCn2c(=O)c(C)nc3cc(C)c(C)cc32)c1	-5	-180	i	-270	-59	-178	-74	-12

Three neighbouring entries already listed:
SMILES	USP10 block	OTUD3 inh	USP30 block	USP28 block	USP7 inh	USP17 inh	UCHL1 inh	USP8 inh
Cc1cc(-c2ccc(S(=O)(=O)NC3CCN(Cc4ccccc4)CC3)s2)on1	-2	-19	-53	-22	-5	-16	-5	-6
CCc1cc(C(=O)NCc2ccccc2OC)nc2ccnn12	-1	10	23	12	4	16	3	9
O=C(O)c1ccc(C2Cc3c([nH]c(=O)[nH]c3=O)O2)cc1 (stereo not drawn)	2	9	75*	78*	-5	24	-2	-53

An excerpt from above in order of length of the SMILES, high to low.
SMILES	USP10 block	OTUD3 inh	USP30 block	USP28 block	USP7 inh	USP17 inh	UCHL1 inh	USP8 inh
CC1[C@@H]2[C@@H](COc3cccnc3)C[C@H](CN1C(=O)c1cccc(C#N)c1)N2C (stereo partly drawn)	1	8	2	3	3	6	1	7
O=C(Cc1c[nH]c2ccccc12)N1CCc2cc(-c3ccno3)ccc21	-1	-21	-68	28	-111	-27	-6	9
COc1ccc(-c2nnnn2-c2ccc(F)cc2F)cc1	-1	12	17	2	1	2	-2	18

Further records.
SMILES	USP10 block	OTUD3 inh	USP30 block	USP28 block	USP7 inh	USP17 inh	UCHL1 inh	USP8 inh
COc1cc(NC(=O)Cn2c(=O)n(-c3ccc(CC(=O)NC4CCCC4)cc3)c(=O)c3ccccc32)cc(OC)c1	24	43*	21	44*	17	41*	-1	63*
O=C(Cn1ncc2c(=O)oc3ccccc3c21)NCc1ccc2c(c1)OCO2	17	23	-9	2	15	28	5	42*
Cc1nc(-c2nccn2C)cc(C2CCN(C(=O)c3cncs3)CC2)n1	-4	-10	-63	-12	0	5	-3	-11
O=C(COc1ccc(F)cc1)NCC(c1ccco1)N1CCOCC1 (stereo not drawn)	-1	-7	-42	2	-4	-29	-2	-11
Cc1cc(C(=O)N2CCCC2c2noc(C3CC3)n2)no1 (stereo not drawn)	1	-2	6	-2	-2	2	-3	1
COc1ccc(NS(=O)(=O)c2cc(NC(=O)/C=C/c3cccc(OC)c3)ccc2OC)cc1	0	-11	-45	19	6	-3	2	-21
CNC(=O)c1cc2c(=O)n3cccc(C)c3nc2n1Cc1ccccc1	1	1	7	0	4	80*	5	21
CCOC(=O)c1cnn(CCOC(=O)C2CC2)c1NC(=O)C1CC1	-1	-6	-7	-3	-1	-11	-2	-24
c1ccc(-c2nc(-c3cn[nH]c3-c3ccccc3)[nH]c2-c2ccccc2)cc1	8	-9	-17	12	-19	-5	6	-10
O=C(Cn1cnc(S(=O)(=O)N2CCOCC2)c1)Nc1ccc(Cl)cc1	2	11	26	15	-1	22	1	11
CCN1CCC2(CN(c3ncccn3)CC23CCN(C(=O)Cc2ccccc2)CC3)C1=O (stereo not drawn)	-4	-14	-17	-14	2	-25	-3	-63
O=C(NCCN1CCN(c2cccc(Cl)c2)CC1)c1[nH]nc2c1COc1ccccc1-2	11	8	14	23	9	5	9	14
COc1ccc([C@@H]2OC(C)(C)C3CC2[C@](C)(O)[C@@H](O)C3)cc1 (stereo partly drawn)	-3	-3	0	-19	0	-21	-1	1
CCOc1ccc(NC(=O)COc2ccc(F)cc2)c2cccnc12	-2	-5	-8	-3	-4	5	0	17
O=C(c1ccn[nH]1)N1CC[C@@H]2CN(Cc3ccccc3)S(=O)(=O)[C@@H]2CC1	2	10	1	9	6	-21	4	-143
CCNC(=O)c1ccccc1CN1C(=O)C2CCCN2C(=O)c2ccccc21 (stereo not drawn)	5	7	19	7	10	7	6	2
CC(=O)N1CCN(C(=O)Nc2ccccc2)CC2(CC(=O)N(C)C2)C1 (stereo not drawn)	-1	3	11	7	0	8	3	-5
Cc1ccc(S(=O)(=O)N2CCCC2C(=O)OCC(=O)Nc2ccc3c(c2)OCO3)cc1 (stereo not drawn)	-2	0	-13	13	2	14	3	23
Cc1ncoc1C(=O)N1CCCCC1c1ncc(Cc2ccccc2Cl)o1 (stereo not drawn)	-3	2	-6	8	-29	0	0	-3
Cc1noc2ncn(CC(=O)NCC3CCCO3)c(=O)c12 (stereo not drawn)	-1	6	13	11	1	11	0	9
O=C(c1ccnnc1)N1CCCCC1c1ncc(Cc2ccc(F)cc2)o1 (stereo not drawn)	0	-8	1	-11	-2	-8	-3	-60
CC1=C(c2ccc(F)cc2)S(=O)(=O)NC1=NCC(=O)Nc1ccc(F)cc1F	7	1	54*	2	2	36*	2	2
Cc1ccc(Nc2ncc(C(=O)NCc3ccc(F)cc3)c3ccccc23)cc1Cl	3	6	1	0	7	0	0	24

3 records drawn at random from those above, as already listed:
SMILES	USP10 block	OTUD3 inh	USP30 block	USP28 block	USP7 inh	USP17 inh	UCHL1 inh	USP8 inh
O=C(Cn1cnc(S(=O)(=O)N2CCOCC2)c1)Nc1ccc(Cl)cc1	2	11	26	15	-1	22	1	11
O=C(NCCN1CCN(c2cccc(Cl)c2)CC1)c1[nH]nc2c1COc1ccccc1-2	11	8	14	23	9	5	9	14
CCOc1ccc(NC(=O)COc2ccc(F)cc2)c2cccnc12	-2	-5	-8	-3	-4	5	0	17
